# Screening results (PubChem BioAssay)
# Cav32 inh – inhibitors of human Cav3.2 T-type calcium channel; Cav3.2-expressing cells, Fluo-4 calcium fluorescence FDSS; stronger effect = lower value; hit rate 4% among 100,000; O95180; AID 449739; B-score at 10 µM;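 active = single-dose well whose peak fluorescence ratio is a statistical outlier from its plate by either plate-standardised score or position-corrected B-score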
# Target sequence (O95180 whole entry, looked up): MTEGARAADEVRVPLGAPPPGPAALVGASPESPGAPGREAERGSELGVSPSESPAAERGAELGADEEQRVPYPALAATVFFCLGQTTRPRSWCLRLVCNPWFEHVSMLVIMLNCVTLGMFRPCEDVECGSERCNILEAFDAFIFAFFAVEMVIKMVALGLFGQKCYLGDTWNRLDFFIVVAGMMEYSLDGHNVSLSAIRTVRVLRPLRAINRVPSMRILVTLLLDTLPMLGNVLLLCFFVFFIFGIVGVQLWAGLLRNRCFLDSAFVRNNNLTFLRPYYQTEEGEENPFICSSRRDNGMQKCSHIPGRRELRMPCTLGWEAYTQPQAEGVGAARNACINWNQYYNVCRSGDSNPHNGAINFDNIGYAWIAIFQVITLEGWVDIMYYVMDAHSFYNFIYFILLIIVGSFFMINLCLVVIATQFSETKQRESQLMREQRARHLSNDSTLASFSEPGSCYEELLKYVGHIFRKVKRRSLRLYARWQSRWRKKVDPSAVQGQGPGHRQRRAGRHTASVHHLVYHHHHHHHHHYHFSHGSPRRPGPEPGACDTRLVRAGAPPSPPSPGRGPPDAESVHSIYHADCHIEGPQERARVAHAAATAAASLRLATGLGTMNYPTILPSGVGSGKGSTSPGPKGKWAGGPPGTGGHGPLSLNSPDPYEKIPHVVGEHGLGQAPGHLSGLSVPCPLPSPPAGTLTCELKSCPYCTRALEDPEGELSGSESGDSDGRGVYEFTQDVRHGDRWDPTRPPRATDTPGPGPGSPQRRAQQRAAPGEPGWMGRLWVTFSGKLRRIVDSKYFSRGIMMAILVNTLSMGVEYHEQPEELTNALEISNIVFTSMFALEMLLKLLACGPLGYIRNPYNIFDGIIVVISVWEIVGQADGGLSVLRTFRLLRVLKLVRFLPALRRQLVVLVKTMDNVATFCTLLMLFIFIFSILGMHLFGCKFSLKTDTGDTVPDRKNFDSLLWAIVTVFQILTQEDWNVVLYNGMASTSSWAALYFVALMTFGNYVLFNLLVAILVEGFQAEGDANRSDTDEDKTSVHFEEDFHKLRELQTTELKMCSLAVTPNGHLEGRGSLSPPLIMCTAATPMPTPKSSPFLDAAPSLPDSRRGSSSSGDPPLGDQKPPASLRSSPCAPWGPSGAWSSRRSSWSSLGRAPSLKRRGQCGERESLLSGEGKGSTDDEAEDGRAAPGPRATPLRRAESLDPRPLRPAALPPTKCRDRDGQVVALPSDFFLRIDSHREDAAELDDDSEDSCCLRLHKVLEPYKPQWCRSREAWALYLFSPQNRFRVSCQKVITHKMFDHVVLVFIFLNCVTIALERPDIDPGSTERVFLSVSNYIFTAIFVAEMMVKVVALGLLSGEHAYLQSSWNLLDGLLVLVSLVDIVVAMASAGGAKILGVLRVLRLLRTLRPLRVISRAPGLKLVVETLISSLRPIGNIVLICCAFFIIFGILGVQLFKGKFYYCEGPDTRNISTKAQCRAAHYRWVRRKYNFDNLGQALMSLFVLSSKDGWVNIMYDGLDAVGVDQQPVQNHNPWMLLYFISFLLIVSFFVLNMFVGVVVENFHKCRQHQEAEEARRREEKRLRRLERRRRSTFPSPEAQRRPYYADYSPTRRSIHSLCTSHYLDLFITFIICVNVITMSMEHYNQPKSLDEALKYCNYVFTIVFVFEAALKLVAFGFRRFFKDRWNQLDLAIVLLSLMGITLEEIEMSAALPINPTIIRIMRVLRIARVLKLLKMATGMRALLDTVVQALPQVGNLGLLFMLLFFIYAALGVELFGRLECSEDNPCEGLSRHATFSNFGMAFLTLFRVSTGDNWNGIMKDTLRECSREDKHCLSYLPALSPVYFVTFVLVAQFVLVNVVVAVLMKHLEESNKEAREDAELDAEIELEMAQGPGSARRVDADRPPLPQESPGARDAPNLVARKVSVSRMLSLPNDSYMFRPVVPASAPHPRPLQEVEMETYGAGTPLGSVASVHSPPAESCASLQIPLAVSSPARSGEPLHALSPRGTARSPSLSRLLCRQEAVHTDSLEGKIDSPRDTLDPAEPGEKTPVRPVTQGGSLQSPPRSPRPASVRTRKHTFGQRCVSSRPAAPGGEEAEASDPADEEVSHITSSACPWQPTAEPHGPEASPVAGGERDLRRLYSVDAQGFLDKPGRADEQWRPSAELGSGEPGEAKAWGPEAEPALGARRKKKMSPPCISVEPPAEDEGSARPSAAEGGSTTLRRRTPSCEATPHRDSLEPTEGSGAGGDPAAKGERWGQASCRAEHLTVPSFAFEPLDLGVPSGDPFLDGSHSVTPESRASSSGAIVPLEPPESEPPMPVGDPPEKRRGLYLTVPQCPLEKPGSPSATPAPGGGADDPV
# Numbers without * were called inactive. Only part of the results is shown; rates above refer to the full screens.
SMILES,Cav32 inh
CC(O)Cc1cn(CC(=O)N2CCN(C(=O)OC(C)(C)C)CC2)nn1 (stereo not given),1.6
O=C(Nc1ccc(Cl)cc1)OC(CN1CCCCC1)C(F)(F)F (stereo not given),-0.91
CC1Cn2c(nnc2C23CC4CC(CC(C4)C2)C3)S1 (stereo not given),-0.48
COc1ccc(N2CCN(C(=O)CN3C(=O)c4ccccc4S3(=O)=O)CC2)cc1,0.002
COc1cccc(-c2nc(=S)c3c(n2CCCO)CCCC3)c1,0.62
Cc1onc(-c2ccccc2Cl)c1C(=O)N(Cc1nc(-c2ccccc2)no1)C1CCCCC1,-3.5
Cc1ccc(NC(=O)c2cc([N+](=O)[O-])ccc2NCc2cccnc2)cc1,-0.37
FC(F)(F)c1cccc(CON=C2CCN(c3ncc(C(F)(F)F)cc3Cl)CC2)c1,-2
COCCCn1c(Cc2csc(Nc3cccc(Cl)c3)n2)nnc1SCC(=O)OC,-0.23
Cn1c(NCc2cccc(Br)c2)nc2ccccc21,-2.5
COCCNC(=O)COC(=O)c1nsc(Cl)c1Cl,-0.12
COc1cc(C(=O)Nc2nccs2)ccc1OCc1c(C)noc1C,-0.4
CCOC(=O)C1CCN(CC(O)COc2ccc(C(=O)CC)cc2)CC1 (stereo not given),1.4
CC1=CC(=O)OC1Cc1ccncc1 (stereo not given),-0.09
COC(=O)CC1SCCNC1=O (stereo not given),-0.98
CN1CCN(c2ccccc2NC(=O)COc2ccccc2)CC1,0.34
CCCn1c(SCC(N)=O)nnc1C(C)C,1
O=C(N/N=C/C=C/c1ccccc1)c1ccccc1Br,-0.69
Cc1ccccc1NC(=O)c1c(-c2ccccc2)noc1C,0.38
Cc1sc2nc(SCC(=O)NCc3ccco3)n(CCc3ccccc3)c(=O)c2c1C,-1.1
CCc1ccc(N(CC(=O)Nc2ccc(OC)cc2OC)S(C)(=O)=O)cc1,-0.71
C=CCc1cccc(OC)c1OCCOCCNCCO,0.029
Cc1cc(C)cc(OCC(=O)OCC(=O)Nc2ccc(Cl)cn2)c1,-0.22
CSc1nc(C)c(Cl)c(C)c1C#N,-0.11
O=C(NCCCn1ccnc1)c1cc(C2CC2)on1,0.8
O=C(OC(C(=O)NC1CCCC1)c1ccncc1)C1=Cc2ccccc2OC1 (stereo not given),0.18
CCn1c(C)c(C(C)=O)c(SC)nc1=S,0.31
O=C(NCC(c1cccnc1)N1CCOCC1)c1cccs1 (stereo not given),-0.077
COc1cccc(-n2c(SCC(=O)Nc3cc(C)on3)nc3ccccc3c2=O)c1,-1.4
CCCCCCCC(=O)N/N=C/c1cccnc1,0.41
COc1ccccc1N1CCN(Cc2nc3ccsc3c(=O)[nH]2)CC1,0.8
COc1cc(OC)c(NC(=O)CCNC(=O)Cn2ccc3ccccc3c2=O)cc1Cl,-1.6
Cc1cccc2cc3c(NC(=O)C(C)C)nn(C)c3nc12,-0.26
COC(=O)Cc1cc(=O)n2[nH]c(C)c(-c3ccccc3)c2n1,2
CCC(C)(C)NC(=O)C(c1cccn1C)N(C(=O)Cn1nnc2ccccc21)c1ccc(OC)cc1 (stereo not given),-0.16
CCCN1Cc2cccc(C(=O)N3CCN(c4ccc(F)cc4)CC3)c2C1=O,-0.032

# Exported with tabs: 17 of the compounds above.
structure	Cav32 inh
CCCn1c(SCC(N)=O)nnc1C(C)C	1
O=C(N/N=C/C=C/c1ccccc1)c1ccccc1Br	-0.69
Cc1ccccc1NC(=O)c1c(-c2ccccc2)noc1C	0.38
Cc1sc2nc(SCC(=O)NCc3ccco3)n(CCc3ccccc3)c(=O)c2c1C	-1.1
CCc1ccc(N(CC(=O)Nc2ccc(OC)cc2OC)S(C)(=O)=O)cc1	-0.71
C=CCc1cccc(OC)c1OCCOCCNCCO	0.029
Cc1cc(C)cc(OCC(=O)OCC(=O)Nc2ccc(Cl)cn2)c1	-0.22
CSc1nc(C)c(Cl)c(C)c1C#N	-0.11
O=C(NCCCn1ccnc1)c1cc(C2CC2)on1	0.8
O=C(OC(C(=O)NC1CCCC1)c1ccncc1)C1=Cc2ccccc2OC1 (stereo not given)	0.18
CCn1c(C)c(C(C)=O)c(SC)nc1=S	0.31
O=C(NCC(c1cccnc1)N1CCOCC1)c1cccs1 (stereo not given)	-0.077
COc1cccc(-n2c(SCC(=O)Nc3cc(C)on3)nc3ccccc3c2=O)c1	-1.4
CCCCCCCC(=O)N/N=C/c1cccnc1	0.41
COc1ccccc1N1CCN(Cc2nc3ccsc3c(=O)[nH]2)CC1	0.8
COc1cc(OC)c(NC(=O)CCNC(=O)Cn2ccc3ccccc3c2=O)cc1Cl	-1.6
Cc1cccc2cc3c(NC(=O)C(C)C)nn(C)c3nc12	-0.26

# (more compounds)
SMILES,Cav32 inh
COc1cc(CN2CCN(S(=O)(=O)c3ccc(NC(C)=O)cc3)CC2)cc(OC)c1O,1.5
CC(C)C(NS(=O)(=O)c1cccc2nsnc12)C(=O)NCc1ccc2c(c1)OCO2 (stereo not given),0.038
Cc1cc(F)ccc1NCc1ccncc1,-0.037
Cc1cc2nc3n(c2cc1C)CC1CC(C(=O)NCCc2cccs2)N(C)C31 (stereo not given),0.45
COc1cc(OC)c(NC(=O)Nc2ccc(OC)c(OC)c2)cc1Cl,-0.18
COc1ccc(C(C(=O)NC2CCCC2)N(C(=O)c2ccoc2C)c2cc(C)cc(C)c2)cc1 (stereo not given),-2.5
Cc1nc2ccccn2c1C(=O)NC1CCCCC1,-0.096
CC(C)OCCCNC(=O)c1ccc(NC(=O)C2CCCO2)cc1 (stereo not given),0.75
COc1ccc(-c2noc(COc3ccc4ccccc4c3Br)n2)cc1OC,-0.7
COc1ccc(OC)c(NC(=S)NN2CCOCC2)c1,0.99
Cc1ccc(-n2c(SCC3CCCCO3)nnc2-c2ccco2)cc1 (stereo not given),-2
COc1cc(C2N(c3cccc(Cl)c3)C(=O)C3CCCN32)cc(OC)c1OC (stereo not given),2.1
COc1ccc(-c2cc3ccccc3n2CC(O)CNC(CO)(CO)CO)cc1 (stereo not given),-0.41
NC(=O)CC[C@@H]1NC(=O)[C@H](CO)NC(=O)c2cc([N+](=O)[O-])cc(I)c2NCCC[C@@H](C(N)=O)NC(=O)[C@H](Cc2ccc(O)cc2)NC1=O,-0.37
Cc1cc(Cl)c(S(=O)(=O)NC2CCCC2)cc1OCC(=O)NC1CCCCC1,-1.3
CCc1ccc(C(=O)COC(=O)c2cnccn2)cc1,0.99
COc1ccc(C(=O)NCC(=O)Nc2ccc(F)cc2)cc1OC,0.071
COc1ccc(OC)c(CNC(=O)C2CCCN(c3nc4ccccc4o3)C2)c1 (stereo not given),0.14
COC(=O)Cc1c(C)nc2nc(-c3ccccc3)[nH]n2c1=O,0.2
O=S(=O)(Cc1ccccc1Cl)CC(O)COc1ccccc1Cl (stereo not given),-2.4
CCOC(=O)CCNC(=O)c1ccccc1Br,2.9
Cc1ccc(NC(=O)CN(C)C(=O)CN2C(=O)NC(C)(c3ccccc3)C2=O)cc1 (stereo not given),0.0026
O=C(COC(=O)c1ccccc1O)Nc1ccc(OC(F)F)cc1,-2
Clc1nc(-c2ccccc2)cc(-c2ccc(Br)cc2)n1,-1.1

# Three entries already listed, arranged by the value under Cav32 inh, falling:
SMILES,Cav32 inh
Cc1ccc(NC(=O)CN(C)C(=O)CN2C(=O)NC(C)(c3ccccc3)C2=O)cc1 (stereo not given),0.0026
COc1ccc(-c2cc3ccccc3n2CC(O)CNC(CO)(CO)CO)cc1 (stereo not given),-0.41
Clc1nc(-c2ccccc2)cc(-c2ccc(Br)cc2)n1,-1.1

# (continued)
SMILES,Cav32 inh
COc1ccccc1CC(=O)Nc1ccc(-c2noc(COc3ccc(Br)cc3)n2)cc1,0.67
CCOC(=O)c1c(NC(=O)CSc2nc3ccccc3s2)sc(C)c1C,-3.6
CCOC(=O)N1CCN(C(=O)CSc2nnc(-c3cccc(Cl)c3)o2)CC1,1.5
O=c1c(Cc2ccc(Cl)cc2)c(O)ccn1Cc1cccc(Cl)c1,0.077
CCOC(=O)c1sc2nccc(N(C)C)c2c1N=CNOCc1ccccc1,-0.29
CC(C)C[C@H](NC(=O)c1[nH]cnc1C(=O)N[C@@H](C)c1ccccc1)C(=O)OC(C)(C)C,-0.74
Cn1nc(CC(=O)Nc2ccc3c(c2)CCC3)c2ccccc2c1=O,0.36
CC(=O)c1nn(-c2ccc(Br)cc2)cc1C(=O)c1ccco1,0.22
Cn1c(=O)n(C)c2cc(NC(=O)CSc3nnc(-c4ccccc4O)n3-c3ccccc3)ccc21,0.021
COc1ccc(OCCCCOc2ccccc2Cl)cc1,0.42
CCC(=O)Nc1cccc(NC(=O)CSc2nnnn2C)c1,0.042
CCC(NC(=O)c1ccccc1O)c1ccccc1 (stereo not given),-1.2
Cc1ccc(Cl)cc1N1CCN(S(=O)(=O)c2c(C)[nH]c(=O)[nH]c2=O)CC1,-1
Cc1ccc(S(=O)(=O)N/N=C/c2c(C)nn(-c3ccccc3)c2C)cc1,-2.5
Cc1ccc(C(=O)/C=C2\NCC(C)NC2=O)cc1 (stereo not given),0.58
O=S1CCCSC1c1cccnc1 (stereo not given),0.018
COC(=O)c1ccccc1NC(=S)NC(=O)CC(C)C,0.19
S=c1[nH]nc(-c2ccco2)n1/N=C/c1ccc(Br)s1,-0.08
c1ccc(C[n+]2csc3ccccc32)cc1,-0.45
CCCCc1ccc(NC(=O)COCC)cc1,0.0022
COCCCNC(=O)c1sc2ncnc(N3CCc4ccccc4C3)c2c1C,-1.3
CCOC(=O)c1sc(N(C)C)nc1-c1ccccc1,0.27
FC(F)(F)c1cc(C(F)(F)F)c2ccc(N3CCN(c4ncccn4)CC3)nc2n1,0.037
CCOC(=O)c1c(CN(C)C)n(C)c2ccc(OC(C)=O)cc12,0.21
CCCCN(C)S(=O)(=O)c1c(C)[nH]c(=O)[nH]c1=O,1.1
Cc1cc2ncc(-c3ncc(C(F)(F)F)cc3Cl)cn2n1,0.99
Cc1ccccc1NC(=O)c1ocnc1C,0.28
O=C(Nc1cccc(Br)c1)/C(=C\c1cccnc1)NC(=O)c1ccco1,0.32
CN(CC1CCCO1)S(=O)(=O)c1ccc(C(=O)Nc2nc(-c3ccccn3)cs2)cc1 (stereo not given),-3.9
COc1ccc(NC(=O)c2cccnc2)c(OC)c1,0.59
O=C(CN(Cc1ccco1)C(=O)CNS(=O)(=O)c1ccc(Cl)cc1)NCc1ccc(F)cc1,-3.2
O=C(O)CCCC(=O)Nc1cccc2cccnc12,-0.034
O=C(O)C(S)C(S)C(=O)O (stereo not given),1.2
Cc1ccsc1C(=O)NC(C)c1ccc2c(c1)OCO2 (stereo not given),-0.019
CCn1c2ccccc2c2nnc(SCC(=O)c3ccccc3)nc21,0.11
O=c1sc(N2CCN(c3ccc(F)cc3)CC2)nc2ccsc12,-0.29
Cc1ccccc1-c1noc(-c2ccccc2C(=O)N2CCCC2)n1,-0.99
C/C(Cl)=C/Cn1c(N2CCCC2)nc2c1c(=O)n(C)c(=O)n2C,2.5
CC(C)(C)NC(=O)Cn1nnc(-c2ccc(S(C)(=O)=O)cc2)n1,0.82
CCOC(=O)C(NS(=O)(=O)c1ccccc1)(C(F)(F)F)P(=O)(OC(C)C)OC(C)C (stereo not given),0.0057
Cc1ccc(C2C(C#N)=C(N)Oc3c2sc2ccccc32)o1 (stereo not given),-1.6
Cc1ccc(NCC(=O)N/N=C\C(Br)=C\c2ccccc2)cc1,2.2
CC(C)CCSc1nc(N2CCOCC2)c2c(c1C#N)CC(C)(C)OC2,-3.8*
CCOC(=O)/C(O)=C/c1ncc(C(F)(F)F)cc1Cl,-0.31
COCCn1c(C)cc(C2=NNC(=Nc3ccccc3F)SC2)c1C,-4.4*
CCOc1ncccc1C(=O)OCC(=O)NCCc1ccccc1,0.62
C=CCn1c(-c2ccc(Cl)cc2)ccc(C#N)c1=O,-1.6
O=C(Nc1scc(-c2ccc(F)cc2)c1C(=O)O)c1ccco1,0.96
O=C(CCN1CCCC1)Nc1cccc(Br)c1,1.5
CC(=O)Nc1nc(C)c(Oc2ccccc2)c(=O)[nH]1,1.2
CCC(c1nc2ccccc2c(=O)n1CCN1CCOCC1)N1C(=O)c2ccccc2C1=O (stereo not given),0.00095
COc1ccc(CCn2c(C)cc(C(=O)CSc3nnnn3-c3ccccc3)c2C)cc1,-0.28
CNc1nc(Cl)nc(NC(C)(C)C)n1,0.17
CCCCn1c(SCC(=O)Nc2cc(C)on2)nnc1-c1cccnc1,-0.34
O=C(O)/C=C/C(=O)Nc1ccccc1-c1ccccc1,0.13
CC(C)OC(=O)c1c(NC(=O)c2ccco2)sc2c1CCCC2,0.15
COc1ccc(Br)cc1[C@H]1[C@@H]2C=CCC[C@@]2(C)C(=O)N1Cc1ccccc1,-0.62
COCCOCCOCCC(=O)NC1CC2CCC1(C)C2(C)C (stereo not given),0.98
Cc1ccc(F)cc1NC(=O)c1cccc(N(C)C)c1,-0.087
CCN1CCN(Cc2ccc(NC(=O)c3ccc(C)c(NC(=O)c4cc(-c5ccc(Br)cc5)n[nH]4)c3)cc2C(F)(F)F)CC1,1.1

# Additional entries:
SMILES,Cav32 inh
CN(C)S(=O)(=O)N1CCN(Cc2ccccc2)CC1,0.0011
CCCn1c(SCC(=O)O)nc2ccccc21,-2.4
COc1ccc(C(=O)N(Cc2ccc(N(C)C)cc2)C2CCS(=O)(=O)C2)cc1 (stereo not given),1.1
O=C(Nc1cccc(F)c1)Nc1ccccn1,0.28
Cc1nn(C)c(C)c1Sc1ccc(Br)cc1,-1.1
O=c1[nH]c(NCCO)nc2ncn(Cc3ccccc3)c12,-1.1e-05
O=C(Nc1ccc(C(F)(F)F)cc1)c1cccnc1N1CCOCC1,-0.16
CCOC(=O)N1CCN(Cc2ccccn2)CC1,1
CCOc1cc(/C=N/n2cnnc2)cc(Br)c1O,1.1
Cc1oc(=O)c(NC(=O)c2ccccc2)cc1C(=O)c1ccccc1,-0.4
O=c1ccccn1Cc1ccccc1F,-0.87
Cc1cccc(NC(=O)CSc2nnnn2-c2cccnc2)c1,-0.52
CCc1cccc(NC(=O)Cc2cn(C)c3ccccc23)c1,-7.7*
O=C(Nc1ccccc1)C1=C[C@H](c2ccc3c(c2)OCO3)C[C@H](OCCCCO)O1,-1
COc1ccc2c(CC(=O)Nc3c(C)n(C)n(-c4ccccc4)c3=O)coc2c1,0.9
Cn1nc(-c2ccc(Cl)cc2)c2cc(C(=O)NCCN3CCOCC3)sc21,0.054
O=C1CCCc2c1nc(-c1cccc(Cl)c1)n2O,0.32
